Screening data as filed in PubChem BioAssay.
BoNT A protease: inhibitors of Botulinum neurotoxin A light chain protease. multiplex microsphere protease substrate cleavage, flow cytometry. inhibition, % at 10 µM. hit rate 0.17% among 360,000; note: plate controls were buffer without enzyme for full effect and enzyme alone for no effect
Yp Topo-I inh: inhibitors of Yersinia pestis topoisomerase I; Y. pestis Topo-I cleavage product accumulation, plate reader; activity, % at 10 µM; hit rate 0.064% among 360,000; AID 504884; in the data active = activity above about 50%, passing the limit was not always enough; note: inactives centre near 2
Vc quorum ag: induces V. cholerae light production without autoinducers | V. cholerae BH1578 lux reporter, luminescence, 6 h | activation, % at 18.7 µM | hit rate 0.16% among 350,000; in the data active = activation mostly above about 9.7%, no sharp cut-off; note: not every result past the cut was called active; inactives centre near 0; reference of the scale not given here
Anthrax LF inh2: inhibitors of Bacillus anthracis lethal factor protease. AID 588501. hit rate 0.12% among 360,000. inhibition, % at 10 µM. multiplex microsphere protease cleavage assay, LF. P15917; note: plate controls were buffer without enzyme for full effect and enzyme alone for no effect
Target sequence (P15917 whole entry, looked up): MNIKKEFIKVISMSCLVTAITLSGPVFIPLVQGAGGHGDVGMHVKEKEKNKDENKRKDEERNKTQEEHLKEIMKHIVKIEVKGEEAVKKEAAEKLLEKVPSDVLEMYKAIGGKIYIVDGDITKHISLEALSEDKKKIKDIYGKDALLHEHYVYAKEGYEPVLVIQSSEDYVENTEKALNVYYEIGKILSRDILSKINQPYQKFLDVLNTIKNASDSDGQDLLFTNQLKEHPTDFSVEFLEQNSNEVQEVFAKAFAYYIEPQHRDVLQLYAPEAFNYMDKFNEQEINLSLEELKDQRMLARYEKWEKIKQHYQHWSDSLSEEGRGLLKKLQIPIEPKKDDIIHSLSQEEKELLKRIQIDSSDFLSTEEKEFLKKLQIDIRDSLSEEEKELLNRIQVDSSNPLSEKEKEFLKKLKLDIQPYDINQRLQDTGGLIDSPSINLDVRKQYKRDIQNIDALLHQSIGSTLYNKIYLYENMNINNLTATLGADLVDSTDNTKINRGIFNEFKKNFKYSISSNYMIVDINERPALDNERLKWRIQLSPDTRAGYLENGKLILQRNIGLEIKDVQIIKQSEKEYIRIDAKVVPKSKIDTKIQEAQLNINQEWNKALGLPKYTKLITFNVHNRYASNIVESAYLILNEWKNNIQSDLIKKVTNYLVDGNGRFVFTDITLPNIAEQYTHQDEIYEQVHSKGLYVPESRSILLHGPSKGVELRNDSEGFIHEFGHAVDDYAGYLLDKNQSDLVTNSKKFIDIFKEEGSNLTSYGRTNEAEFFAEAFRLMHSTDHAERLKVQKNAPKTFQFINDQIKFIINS
DUSP3 inh: inhibitors of human VHR1 phosphatase (DUSP3). hit rate 0.52% among 290,000. recombinant VHR phosphatase, pNPP absorbance. inhibition, % at 13.3 µM. AID 1654. P51452; in the data active = inhibition above about 50%; note: some compounds called inactive have numbers as strong as hits
Target sequence (P51452 whole entry, looked up): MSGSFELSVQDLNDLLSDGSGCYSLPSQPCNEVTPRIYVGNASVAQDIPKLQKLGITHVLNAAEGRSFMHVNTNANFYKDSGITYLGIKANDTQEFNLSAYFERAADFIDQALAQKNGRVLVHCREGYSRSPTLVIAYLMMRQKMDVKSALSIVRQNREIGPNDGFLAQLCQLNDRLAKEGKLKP
PfHsp40 yeast: compounds rescuing yeast from Plasmodium falciparum HSP40 toxicity; S. cerevisiae expressing PfHsp40, growth rescue, ATP luminescence; growth rescue, % at 12.5 µM; hit rate 0.68% among 340,000; AID 504582; in the data active = growth rescue above about 28%, passing the limit was not always enough;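 note: yeast W303a lacking pdr1 and pdr3 grown in galactose medium; growth measured after three days at 30 °C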
CCHF vOTU inh: blocks the CCHF virus ovarian tumor domain protease; hit rate 0.55% among 370,000; CCHFV vOTU protease, Pep-AMC fluorescence; inhibition, % at 11.5 µM; in the data active = inhibition above about 30%; note: 0% = vehicle wells with enzyme and 100% = no enzyme wells
3CLpro inhibitor: SARS-CoV 3CLpro protease inhibition; P0C6X7; recombinant SARS-CoV 3CLpro, quenched FRET peptide cleavage; inhibition, % at 6 µM; hit rate 0.14% among 290,000; AID 1706; in the data active = inhibition above about 12%
PriA SSB inh: inhibitors of Klebsiella pneumoniae PriA binding to SSB C-terminal tail; inhibition, % at 33 µM; hit rate 0.6% among 430,000; AlphaScreen SSBct-PriA binding, biotinylated peptide; in the data active = inhibition mostly above about 37%, no sharp cut-off; inactive = mostly below about 20%;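 note: plate controls were negative control peptide for no effect and reference peptide for full effect; strong numbers were not always called active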
TcdB inh: TcdB glycohydrolase inhibition | P18177 | TcdB glycohydrolase enzymatic assay, plate reader | inhibition, % at 9.99 µM | hit rate 0.24% among 350,000; in the data active = inhibition above about 10%
The depositor's hits bear a star; i = inactive; / = not tested or not shown; & = joins results of further samples. Cut-off read from the data, not from the text of the source, unless noted: active = inhibition above about 30%; inconclusive = no clear call, values can overlap the other calls; inactive = below that. This is a subset; rates above refer to the full screens.

SMILES	BoNT A protease	Yp Topo-I inh	Vc quorum ag	Anthrax LF inh2	DUSP3 inh	PfHsp40 yeast	CCHF vOTU inh	3CLpro inhibitor	PriA SSB inh	TcdB inh
CC1CCCN(Cc2nc3c(c(=O)n(C)c(=O)n3C)n2CC(N)=O)C1 (stereo not given)	-1.8	4	i	-4	48	1.8	-5	-2	-14	/
COc1ccc(NC2=C(NC(C)=O)C(=O)c3ccccc3C2=O)cc1	-2.5	-1	i	-5	-8	0.7	4	-2	8	-0.1
O=C(O)CCC(=O)Nc1ccc(NC(=O)c2ccc(Cl)cc2Cl)c(Cl)c1	1.1	15	-0.4	3	17	1.6	-3	1	-12	-3.2
CC1CC(C)CN(CC(O)COCc2ccccc2)C1 (stereo not given)	-2.0	-4	-0.7	-1	-14	-0.5	-6	-4	-8	1.3
COc1ccc(C2C(C#N)=C(N)Oc3cc(O)ccc32)cc1Cl (stereo not given)	0.5	-15	i	3	15	-1.2	4	1	-7	0.1
c1ccc(CN2CCN(c3nc(-c4ccccn4)nc4ccccc34)CC2)cc1	-0.8	14	-0.2	3	29	0.7	12	-8	-10	/
COc1ccc(-c2nsc3c(N4CCN(S(=O)(=O)c5ccccc5F)CC4)ncnc23)cc1	0.3	1	i	-7	16	0.5	1	-1	-12	/
COC(=O)c1nnn(-c2nonc2N)c1CSc1nc2ccccc2s1	0.3	14	25*	0	-6	2.9	-2	-1	-3	/
Cc1cccc2cc(CN(Cc3ccco3)C(c3nnnn3CCc3ccccc3)C(C)C)c(=O)[nH]c12 (stereo not given)	-1.2	27	0.5	-1	22	4.0	14	-1	-3	/
COc1cccc(NC2C=CS(=O)(=O)C2)c1 (stereo not given)	-1.9	-1	-3.0	1	-9	-0.2	0	3	-13	/
Cc1ccc(-c2c(C(=O)N/N=C/c3ccc4c(c3)OCO4)nnn2-c2nonc2N)cc1	1.3	58*	-5.1	0	20	0.8	-66	0	/	1.3
Cc1ccc(NC(=O)CCCCCN2C(=O)[C@@H]3Cc4ccccc4CN3C2=O)c(Cl)c1	-0.3	29	0.7	-1	21	-0.7	-4	5	0	2.2
COc1ccc(CNC(=O)Cn2cc(C(F)(F)F)ccc2=O)cc1	-0.1	-3	0.3	0	-13	1.5	-8	3	-13	/
CC(=O)Nc1ccc(NC(=O)c2cccc(Oc3ccccc3)c2)cc1	1.7	5	-0.3	2	32	-1.1	10	2	-8	0.3
COC(=O)c1cn(NC(=O)Cn2nc([N+](=O)[O-])c(Br)c2C)c(=O)c2ccccc12	-1.4	4	i	-1	24	1.8	-12	2	0	0.4
Cc1ccc(C)c(NC(=O)CSc2ncnc3nc[nH]c23)c1	0.4	5	-0.4	-1	10	-1.6	-3	4	-1	-0.8
CCC1(C(=O)OC)NC(c2ccco2)C2C(=O)N(c3ccc(F)cc3)C(=O)C21 (stereo not given)	-0.4	7	-0.3	-1	-5	-1.2	11	4	-8	0.9
COc1cccc(CN2CC(C(=O)NCCc3ccccc3C(F)(F)F)CCC2=O)c1 (stereo not given)	2.2	9	i	-1	20	1.4	9	0	-20	0.5
CCN(C(=O)CSc1ccc(S(=O)(=O)N2CCOCC2)cn1)c1ccccc1	0.9	19	-0.3	2	/	1.3	-3	/	-10	-0.8
Cc1ccccc1-c1csc(C(O)c2cccc(Cl)c2)n1 (stereo not given)	-0.1	11	i	4	/	/	12	/	/	0.0
Cc1ccc2nc(C)n(-c3ccc(F)cc3)c(=O)c2c1	-0.1	6	-0.9	-5	13	0.6	-13	-2	-4	2.3
Clc1ccc(-c2nc3ccccc3[nH]2)cn1	-0.4	3	i	3	17	-0.5	-21	0	-2	4.6
O=C(CNCc1cccc(Cl)c1)N1CCc2ccccc2C1	-0.4	-1	i	5	2	-0.5	17	6	-11	0.6
Cc1cc(C(=O)N/N=C/c2cn(C)nc2C)c2ccccc2n1	0.3	-6	-0.4	0	-15	-0.7	14	-3	/	2.2
O=C(Cn1cnc([N+](=O)[O-])c1)c1ccc(F)cc1	-1.1	-5	i	7	/	-1.1	7	/	2	1.7
O=C(Cn1ncn2c(cc3ccccc32)c1=O)NCc1ccco1	-1.4	-8	-1.5	2	7	0.5	-19	-3	-1	1.1
Cc1cc(C)n(-c2nc3nonc3nc2Nc2cccc(C)c2C)n1	0.7	-4	i	-1	22	-1.2	4	5	0	/
Cc1nc2sccn2c(=O)c1CCN1CCC(=C(c2ccc(F)cc2)c2ccc(F)cc2)CC1	-0.9	27	8.3	-2	-3	4.3	13	-5	20	0.8
CCN(CC)S(=O)(=O)c1ccc(OC)c(N)c1	-1.3	-5	i	-6	15	1.1	0	0	-10	-0.1
O=C(CN1CCN(c2ccc(O)cc2)CC1)Nc1cc([N+](=O)[O-])ccc1Cl	-0.2	-14	-0.3	-4	1	1.1	-13	-2	11	-4.4
COc1ccc(OCc2cc(C(=O)NCCc3ccccc3)no2)c(Cl)c1	0.6	26	-0.4	0	13	-1.8	15	-1	-12	0.9
c1coc(-c2nnc(NC3=NCCC3)o2)c1	0.3	-9	0.4	1	2	1.0	1	-8	-7	/
COc1ccccc1N(C(=O)c1cncc(Br)c1)c1nc(-c2ccc(C)cc2)cs1	0.1	15	-0.3	-2	0	0.0	-5	-4	-11	2.7
COc1ccccc1Nc1nnc(SCC2CCCCO2)s1 (stereo not given)	0.1	25	-0.4	-9	16	0.0	16	-6	-10	0.8
N#CC(C#N)=C(Nc1ccc(F)cc1)SCc1cccc(Br)c1	-1.2	19	-2.7	1	-12	2.7	6	-1	-2	0.3
CCN(C(=O)c1ccccc1)c1ccc([N+](=O)[O-])cc1	-0.5	2	i	1	39	0.4	2	1	1	/
CCC(=O)Nc1sc2c(c1C#N)CCC2	-0.2	-2	i	0	-7	2.4	1	1	-7	0.8
CNC(=O)c1c(NC(=O)c2ccc(N3C(=O)CCC3=O)cc2)sc2c1CCC(C)C2 (stereo not given)	-6.2	19	0.2	-6	10	0.7	-7	-2	-2&-21	1.6
COc1ccc(/C(O)=C2/C(=O)C(=O)N(CCCN(C)C)C2c2cccc(Cl)c2)cc1OC (stereo not given)	-0.6	1	-0.4	0	8	-1.0	34*	5	/	/
O=C(CN1CCCN(S(=O)(=O)c2ccc(Br)s2)CC1)Nc1ccc(Cl)cc1	-1.2	-3	-0.5	-7	33	1.1	7	0	-10	/
COc1cc(/C=N/NC(=O)c2cncc(Br)c2)cc([N+](=O)[O-])c1O	-0.2	-1	0.2	2	13	-0.6	14	0	/	-0.6
CN=C(Nc1cc(C)nn1CCC#N)c1ccccc1F	1.0	-9	-0.5	-3	19	0.5	19	-3	-7	0.4
Cc1nc2scc(-c3cccs3)c2c(=O)n1-n1cccc1	/	2	i	/	-20	1.0	5	-1	1&-8	/
CCOC(=O)N1CCN(C(=O)CCS(=O)(=O)c2ccc3c(c2)CCN3C(=O)CC)CC1	0.5	-4	-0.3	2	28	-1.5	1	-2	5	-3.5
O=S(=O)(c1ccc2nc(-c3ccccc3)[nH]c2c1)N1CCN(c2cccc(Cl)c2)CC1	-0.4	2	i	0	-6	-1.0	-6	0	13	/

11 structures from above, sorted by number of heavy atoms, falling:
SMILES	BoNT A protease	Yp Topo-I inh	Vc quorum ag	Anthrax LF inh2	DUSP3 inh	PfHsp40 yeast	CCHF vOTU inh	3CLpro inhibitor	PriA SSB inh	TcdB inh
COc1ccc(/C(O)=C2/C(=O)C(=O)N(CCCN(C)C)C2c2cccc(Cl)c2)cc1OC (stereo not given)	-0.6	1	-0.4	0	8	-1.0	34*	5	/	/
O=S(=O)(c1ccc2nc(-c3ccccc3)[nH]c2c1)N1CCN(c2cccc(Cl)c2)CC1	-0.4	2	i	0	-6	-1.0	-6	0	13	/
COc1ccccc1N(C(=O)c1cncc(Br)c1)c1nc(-c2ccc(C)cc2)cs1	0.1	15	-0.3	-2	0	0.0	-5	-4	-11	2.7
O=C(CN1CCCN(S(=O)(=O)c2ccc(Br)s2)CC1)Nc1ccc(Cl)cc1	-1.2	-3	-0.5	-7	33	1.1	7	0	-10	/
COc1cc(/C=N/NC(=O)c2cncc(Br)c2)cc([N+](=O)[O-])c1O	-0.2	-1	0.2	2	13	-0.6	14	0	/	-0.6
N#CC(C#N)=C(Nc1ccc(F)cc1)SCc1cccc(Br)c1	-1.2	19	-2.7	1	-12	2.7	6	-1	-2	0.3
COc1ccccc1Nc1nnc(SCC2CCCCO2)s1 (stereo not given)	0.1	25	-0.4	-9	16	0.0	16	-6	-10	0.8
Cc1nc2scc(-c3cccs3)c2c(=O)n1-n1cccc1	/	2	i	/	-20	1.0	5	-1	1&-8	/
CCN(C(=O)c1ccccc1)c1ccc([N+](=O)[O-])cc1	-0.5	2	i	1	39	0.4	2	1	1	/
c1coc(-c2nnc(NC3=NCCC3)o2)c1	0.3	-9	0.4	1	2	1.0	1	-8	-7	/
CCC(=O)Nc1sc2c(c1C#N)CCC2	-0.2	-2	i	0	-7	2.4	1	1	-7	0.8

(continued)
SMILES	BoNT A protease	Yp Topo-I inh	Vc quorum ag	Anthrax LF inh2	DUSP3 inh	PfHsp40 yeast	CCHF vOTU inh	3CLpro inhibitor	PriA SSB inh	TcdB inh
COc1cc(OC)c2c(c1)C(=O)c1cc(OC)cc(OC)c1C2=O	2.3	-11	i	-2	24	0.9	-5	-4	3	/
Oc1c(/C=N/c2ncn[nH]2)ccc2ccccc12	-0.5	-2	i	-10	15	0.8	-2	2	/	/
O=C1CCCN1c1ccc(Br)cc1	-1.6	6	-0.2	-2	16	-0.9	6	6	-18	/
Cc1ccc(NC(=O)CN2C(=O)CNC2=O)cc1	-0.8	4	0.6	2	-7	0.5	-5	1	-16&-5	1.1
Cc1cc2c(cc(C(=O)N3CCC(C(=O)N4CCCC4)CC3)n2Cc2c(F)cccc2Cl)o1	0.0	29	-0.2	-10	17	-0.9	16	2	-5	6.0
Cc1ccc(Cc2c(-c3ccc(C#N)cc3)nc3c4ccccc4ccn23)cc1	1.6	/	/	10	/	/	21	/	/	0.0
O=[N+]([O-])c1ccc(/C=N/n2c(-c3ccccc3)n[nH]c2=S)cc1	-0.5	1	-1.6	5	-14	-1.1	-1	0	/	1.0
CNC(=O)CSc1nnc(-c2ccncc2)n1Cc1ccccc1	0.0	8	16	-2	19	-0.3	-4	0	0	/
O=C(/C=C/NCc1cccnc1)C(F)(F)C(F)(F)F	0.5	-7	i	5	24	-0.4	-11	-5	-7	0.3
COc1cc(C)c(C(=O)CSc2nnc(CNC(=O)c3ccco3)n2C)cc1C	-0.5	5	-0.3	-10	29	0.3	9	-4	-6	0.0
COc1ccc(C(CNC(=O)CN2C(=O)NC3(CCCC3)C2=O)N(C)C)cc1 (stereo not given)	/	4	i	/	2	-0.6	8	2	-1	-1.4
CCn1c(SCC(=O)N2CCOCC2)nnc1C(C)NC(=O)c1ccccc1 (stereo not given)	3.1	6	-0.7	2	44	0.3	7	-9	-2	2.4
Cc1ccc(S(=O)(=O)NCC(=O)N(CC(=O)NC2CCCCC2)CC2CCCO2)cc1 (stereo not given)	0.6	0	0.5	0	30	-0.5	-10	-1	-12	/
CCOC(=O)CN1CCc2c(C)nc3c(-c4ccc(OC)c(OC)c4)cnn3c21	0.2	13	-0.2	-8	7	-0.2	-3	3	-4	/
O=C(CCN1C(=O)C2C3C=CC(C3)C2C1=O)N1CC(=O)N(CCc2ccccc2)C(=O)C1 (stereo not given)	-0.2	-7	i	-2	4	0.0	-6	-3	-7	/
